From PubChem
CIT2 TOR yeast: alters CIT2-GFP fluorescence in TOR pathway yeast screen | S. cerevisiae CIT2-GFP strain, flow cytometry, 3 h; 100 means same as DMSO wells | GFP response vs DMSO, % at 10 µM | 320,000 compounds, 0.065% hits | AID 2029;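 active means GFP response relative to DMSO above a set limit, near the screen mean plus 3 SD, cut at about 150% in these data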;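 further: ratio of well median GFP fluorescence to mean of DMSO wells on the plate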
MEP2-GFP yeast: yeast TOR pathway MEP2-GFP modulation; 330,000 compounds, 0.51% hits; S. cerevisiae MEP2-GFP strain, flow cytometry GFP, 3 h; 100% = DMSO control level; AID 2016; GFP response vs DMSO, % at 10 µM;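 active means GFP response versus DMSO above a set limit, roughly screen mean plus 3 SD, cut at about 180% in these data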;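 further: median GFP fluorescence of the barcode-gated MEP2-GFP cells per well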
RPL19A TOR yeast: modulators of TOR pathway RPL19A-GFP in S. cerevisiae; 330,000 compounds, 0.3% hits; percent response vs DMSO, % at 10 µM; AID 2025; S. cerevisiae RPL19A-GFP strain, flow cytometry, 3 h; stronger effect = lower value;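 active means percent response vs DMSO below 50%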;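 further: median channel GFP fluorescence of the barcoded RPL19A-GFP strain; ratio of sample median GFP to plate DMSO average so 100% = DMSO; lower means less RPL19A-GFP as with rapamycin TOR inhibition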
AGP1 TOR yeast: modulators of TOR pathway AGP1-GFP in S. cerevisiae | S. cerevisiae AGP1-GFP multiplex flow cytometry, 3 h; GFP as percent of DMSO wells | GFP response vs DMSO, % at 10 µM | 320,000 compounds, 0.02% hits | AID 2066;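 active means GFP response relative to DMSO above a set limit, near screen average plus 3 SD, cut at about 150% in these data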;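 further: median GFP channel fluorescence of the gated AGP1 strain per well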
AHR act: activators of human aryl hydrocarbon receptor. P35869. AHR-responsive luciferase reporter cells, luminescence. activation, % at 5 µM. 320,000 compounds, 2.5% hits. AID 2796; in the data active means activation above about 47%;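 further: 0% = vehicle wells and 100% = reference agonist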
Target sequence (P35869 whole entry, looked up): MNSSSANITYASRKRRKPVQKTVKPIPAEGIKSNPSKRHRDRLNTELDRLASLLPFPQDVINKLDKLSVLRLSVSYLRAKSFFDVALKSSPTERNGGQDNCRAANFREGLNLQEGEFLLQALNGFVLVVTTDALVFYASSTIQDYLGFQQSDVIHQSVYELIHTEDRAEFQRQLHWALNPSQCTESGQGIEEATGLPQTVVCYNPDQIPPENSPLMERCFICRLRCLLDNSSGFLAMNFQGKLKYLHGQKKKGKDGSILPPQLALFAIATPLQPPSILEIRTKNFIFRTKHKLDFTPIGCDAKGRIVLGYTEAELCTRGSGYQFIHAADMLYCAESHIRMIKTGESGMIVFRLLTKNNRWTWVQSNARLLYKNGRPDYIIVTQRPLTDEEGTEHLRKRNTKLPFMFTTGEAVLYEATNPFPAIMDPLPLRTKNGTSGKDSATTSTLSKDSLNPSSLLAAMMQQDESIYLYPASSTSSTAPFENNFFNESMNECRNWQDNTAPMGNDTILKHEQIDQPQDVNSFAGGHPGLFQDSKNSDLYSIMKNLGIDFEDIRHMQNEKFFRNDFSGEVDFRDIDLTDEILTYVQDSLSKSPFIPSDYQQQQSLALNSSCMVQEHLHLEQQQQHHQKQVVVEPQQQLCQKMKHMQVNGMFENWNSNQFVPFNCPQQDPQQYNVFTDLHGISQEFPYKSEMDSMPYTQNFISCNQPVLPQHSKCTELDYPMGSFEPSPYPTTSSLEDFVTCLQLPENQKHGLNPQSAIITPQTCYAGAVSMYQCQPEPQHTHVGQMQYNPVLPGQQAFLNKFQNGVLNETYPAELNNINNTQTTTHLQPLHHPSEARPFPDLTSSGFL
Efflux pump mplx: blocks antifungal efflux pumps in multiplex yeast assay; S. cerevisiae Candida pump triplex, Nile Red efflux; inhibition, % at 10 µM; 330,000 compounds, 0.44% hits; AID 485275;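 active means plate passing quality check with inhibition over a set limit, or well fluorescence over plate mean plus 4 SD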;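 further: Nile Red retained in pooled yeast measured as flow cytometry median fluorescence; 0% = buffer negative control and 100% = Enniatin B positive control; higher means more Nile Red kept so more efflux inhibition; some compounds called inactive have numbers as strong as hits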
LAP4 TOR yeast: yeast TOR pathway LAP4-GFP modulation; S. cerevisiae LAP4-GFP multiplex, flow cytometry GFP, 3 h; median GFP as percent of DMSO wells; 320,000 compounds, 0.34% hits; GFP response vs DMSO, % at 10 µM;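 active means GFP response vs DMSO above a set limit, about the screen mean plus 3 SD, cut at about 150% in these data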
CR mimetic SO: lowers age-related superoxide in aged yeast cells; superoxide response (% of plate mean), % at 10 µM; 330,000 compounds, 0.18% hits; S. cerevisiae aged cells, superoxide DHE fluorescence; stronger effect = lower value;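 active means superoxide response under a set limit, about three screen SD below normal, cut at about 65% in these data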;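 further: yeast aged for seven days with compound at 30 °C before DHE staining; 100% = average MFI of all compound-treated wells on the plate with controls excluded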
The depositor's hits bear a star; nt = not tested or not shown.

| # | Structure | CIT2 TOR yeast | MEP2-GFP yeast | RPL19A TOR yeast | AGP1 TOR yeast |
| --- | --- | --- | --- | --- | --- |
| 1 | O=C(CN1CCC(n2nnc3cc(C(F)(F)F)ccc32)CC1)Nc1ccc2c(c1)CCC2 | 89.6 | 95.8 | 89.2 | 88.5 |
| 2 | Cc1ccc(C)c(S(=O)(=O)Nc2cc3c4c(c2)CC(=O)N4CCC3)c1 | 90.5 | 98.1 | 93.3 | 92.4 |
| 3 | CCc1ccccc1NC(=O)c1ccc(F)c(S(=O)(=O)N2CCC(C(N)=O)CC2)c1 | 100.7 | 98.5 | 97.2 | 103.1 |
| 4 | CC(=O)Oc1ccc(/C(C)=N/N2CCN(Cc3ccc(C)cc3)CC2)cc1 | 97.0 | 107.1 | 98.9 | 101.2 |
| 5 | Cc1ccc(CN(C)C(=O)CCc2c[nH]c3ccccc23)o1 | 101.3 | 103.2 | 101.4 | 97.8 |
| 6 | CCC(C)NC(=O)Cn1cnc2sc(C)c(S(=O)(=O)N3CCN(c4ncccn4)CC3)c2c1=O (stereo not drawn) | nt | 97.8 | 96.2 | 99.0 |
| 7 | CCN1C(=O)/C(=C\c2cn(CCC#N)nc2-c2ccc(F)cc2)SC1=S | 94.6 | 109.3 | 104.9 | 95.2 |
| 8 | C=C(C)C1CC=C(C)/C(=N\NC(=O)CNc2cccc3ccccc23)C1 (stereo not drawn) | 106.6 | 105.3 | 104.7 | 104.4 |
| 9 | CCCCCC[n+]1c(-c2ccccc2)csc1Nc1ccccc1 | 93.5 | 88.3 | 97.6 | 100.9 |
| 10 | O=C(Nc1ccon1)Nc1ccc(Cl)cc1Cl | 101.3 | 98.1 | 106.1 | 100.8 |
| 11 | COc1ccccc1N(C(=O)CNC(=O)c1ccco1)C(C(=O)NC1CCCC1)c1ccncc1 (stereo not drawn) | 106.6 | 106.3 | 95.7 | 101.8 |
| 12 | O=C1COc2ccc(C(=O)COC(=O)c3ccc(Cl)cc3[N+](=O)[O-])cc2N1 | 75.5 | 95.8 | 86.1 | 103.3 |

| # | AHR act | Efflux pump mplx | LAP4 TOR yeast | CR mimetic SO |
| --- | --- | --- | --- | --- |
| 1 | 2.0 | 0.1 | 88.5 | 101.3 |
| 2 | 13.4 | 0.3 | 89.3 | 101.8 |
| 3 | 3.8 | 0.0 | 95.7 | 85.1 |
| 4 | 1.6 | 0.0 | 94.6 | 96.1 |
| 5 | -4.9 | 0.1 | 100.6 | 111.1 |
| 6 | -2.6 | 0.4 | 93.5 | 113.0 |
| 7 | -2.1 | 0.1 | 98.3 | 109.8 |
| 8 | 12.2 | 0.1 | 95.8 | 103.9 |
| 9 | 1.5 | 1.4 | 100.8 | 89.3 |
| 10 | 1.1 | 3.0 | 86.5 | 112.7 |
| 11 | 6.7 | -0.1 | 96.1 | 92.5 |
| 12 | 1.7 | -0.1 | 115.2 | 104.8 |

Not a retest: entries from further up.
| # | Structure | CIT2 TOR yeast | MEP2-GFP yeast | RPL19A TOR yeast | AGP1 TOR yeast |
| --- | --- | --- | --- | --- | --- |
| 8 | C=C(C)C1CC=C(C)/C(=N\NC(=O)CNc2cccc3ccccc23)C1 (stereo not drawn) | 106.6 | 105.3 | 104.7 | 104.4 |
| 9 | CCCCCC[n+]1c(-c2ccccc2)csc1Nc1ccccc1 | 93.5 | 88.3 | 97.6 | 100.9 |
| 10 | O=C(Nc1ccon1)Nc1ccc(Cl)cc1Cl | 101.3 | 98.1 | 106.1 | 100.8 |
| 11 | COc1ccccc1N(C(=O)CNC(=O)c1ccco1)C(C(=O)NC1CCCC1)c1ccncc1 (stereo not drawn) | 106.6 | 106.3 | 95.7 | 101.8 |

| # | AHR act | Efflux pump mplx | LAP4 TOR yeast | CR mimetic SO |
| --- | --- | --- | --- | --- |
| 8 | 12.2 | 0.1 | 95.8 | 103.9 |
| 9 | 1.5 | 1.4 | 100.8 | 89.3 |
| 10 | 1.1 | 3.0 | 86.5 | 112.7 |
| 11 | 6.7 | -0.1 | 96.1 | 92.5 |

New compounds follow:
| # | Structure | CIT2 TOR yeast | MEP2-GFP yeast | RPL19A TOR yeast | AGP1 TOR yeast |
| --- | --- | --- | --- | --- | --- |
| 13 | CC1(C)CC(=O)C(C(c2ccccc2F)C2C(=O)CC(C)(C)CC2=O)C(=O)C1 | 111.1 | 104.7 | 109.5 | 106.8 |
| 14 | CCN(CC(=O)NC1CCS(=O)(=O)C1)c1ccc(S(=O)(=O)N(CC)CC)cc1[N+](=O)[O-] (stereo not drawn) | 96.7 | 111.5 | 97.1 | 95.1 |
| 15 | O=C(Nc1ccc(-c2nc3cccnc3s2)cc1)C1CCCO1 (stereo not drawn) | 90.7 | 96.8 | 91.4 | 86.5 |
| 16 | COC(=O)N/N=C/c1ccc(-c2ccc(Cl)cc2Cl)o1 | 81.1 | 100.1 | 101.7 | 97.3 |
| 17 | Cc1ccc(-n2c(N)c(C(=O)N3CCN(C)CC3)sc2=S)cc1 | 92.1 | 103.9 | 97.7 | 103.0 |
| 18 | COc1ccc(C(=O)Nc2ccc(N3CCCC3)cc2)cc1 | 90.1 | 99.4 | 95.1 | 97.3 |
| 19 | CN1CCN(C(=O)c2ccc(-c3nn(C)c(=O)c4ccccc34)cc2)CC1 | 107.1 | 100.6 | 96.9 | 100.2 |
| 20 | CC(C)NC[C@@H](O)COc1ccc(CC(N)=O)cc1 | 103.2 | 112.0 | 117.3 | 105.4 |
| 21 | Cc1cccc(NC(=O)c2nc[nH]c2C(=O)NCC(=O)OCc2ccccc2)c1 | 97.5 | 97.3 | 102.8 | 94.8 |
| 22 | CCc1ccc(C(=O)/C=C/c2cnn(C)c2C)s1 | 97.4 | 102.3 | 102.1 | 101.7 |
| 23 | CCOC(=O)c1ccc(NC(=O)CCc2c(C)nc3ncnn3c2C)cc1 | 80.2 | 100.9 | 101.8 | 100.2 |
| 24 | Cc1oc(C)c(C(=O)O)c1COc1ccc(C(=O)O)cc1 | 103.5 | 100.4 | 102.0 | 103.2 |

| # | AHR act | Efflux pump mplx | LAP4 TOR yeast | CR mimetic SO |
| --- | --- | --- | --- | --- |
| 13 | -0.2 | -0.1 | 124.3 | 91.2 |
| 14 | 0.0 | 0.1 | 99.9 | 104.0 |
| 15 | 33.9 | 0.0 | 103.5 | 110.6 |
| 16 | -2.9 | 0.1 | 130.4 | 82.8 |
| 17 | -1.8 | 0.2 | 92.0 | 109.8 |
| 18 | -1.0 | 0.0 | 105.2 | 81.6 |
| 19 | -2.7 | -0.1 | 98.2 | 99.4 |
| 20 | 7.4 | 0.1 | 121.8 | 96.9 |
| 21 | 3.1 | -0.2 | 112.2 | 92.3 |
| 22 | -3.6 | -0.1 | 107.2 | 95.6 |
| 23 | 1.3 | 0.1 | 97.9 | 110.0 |
| 24 | -0.2 | 0.2 | 101.3 | 104.6 |

Later entries
| # | Structure | CIT2 TOR yeast | MEP2-GFP yeast | RPL19A TOR yeast | AGP1 TOR yeast |
| --- | --- | --- | --- | --- | --- |
| 25 | OC1CN=C2Sc3ccccc3N2C1 (stereo not drawn) | 96.3 | 105.9 | 97.9 | 104.6 |
| 26 | CN(CCc1ccccc1)C(=O)c1ccc(NC(=O)Cc2ccc([N+](=O)[O-])cc2)cc1 | 81.7 | 92.8 | 92.4 | 88.1 |
| 27 | O=C(CSc1nnc(-c2cccnc2)n1Cc1ccccc1)NCc1ccccc1 | 94.4 | 103.8 | 102.3 | 102.9 |
| 28 | CCc1cc(=O)oc2cc(OCC(=O)NCCCn3ccnc3)c(Cl)cc12 | 99.5 | 98.0 | 98.8 | 102.3 |
| 29 | COc1cc2c(cc1OC)C(COc1ccccc1OC)N(C(C)=O)CC2 (stereo not drawn) | 100.8 | 112.1 | 101.1 | 95.1 |
| 30 | CC(=O)Nc1ccc(S(=O)(=O)N(C)c2ccc(O)cc2)cc1 | 101.8 | 109.1 | 102.7 | 104.1 |
| 31 | CN(/C=C/C(=C\C=[N+](C)c1ccccc1)OCCCS(=O)(=O)[O-])c1ccccc1 | 108.0 | 94.9 | 100.8 | 103.6 |

| # | AHR act | Efflux pump mplx | LAP4 TOR yeast | CR mimetic SO |
| --- | --- | --- | --- | --- |
| 25 | 6.3 | -0.1 | 95.1 | 96.3 |
| 26 | -1.8 | -0.1 | 88.9 | 102.7 |
| 27 | 2.9 | -0.2 | 97.3 | 105.8 |
| 28 | 0.4 | -0.2 | 109.0 | 78.4 |
| 29 | 17.1 | 0.1 | 96.6 | 101.4 |
| 30 | 0.7 | 0.1 | 102.0 | 94.4 |
| 31 | 18.2 | 0.0 | 100.0 | 91.4 |

Just CIT2 TOR yeast (three entries from above):
entry	Structure	CIT2 TOR yeast
30	CC(=O)Nc1ccc(S(=O)(=O)N(C)c2ccc(O)cc2)cc1	101.8
26	CN(CCc1ccccc1)C(=O)c1ccc(NC(=O)Cc2ccc([N+](=O)[O-])cc2)cc1	81.7
27	O=C(CSc1nnc(-c2cccnc2)n1Cc1ccccc1)NCc1ccccc1	94.4

2 entries picked at random from those above, as already listed:
| # | Structure | CIT2 TOR yeast | MEP2-GFP yeast | RPL19A TOR yeast | AGP1 TOR yeast |
| --- | --- | --- | --- | --- | --- |
| 29 | COc1cc2c(cc1OC)C(COc1ccccc1OC)N(C(C)=O)CC2 (stereo not drawn) | 100.8 | 112.1 | 101.1 | 95.1 |
| 26 | CN(CCc1ccccc1)C(=O)c1ccc(NC(=O)Cc2ccc([N+](=O)[O-])cc2)cc1 | 81.7 | 92.8 | 92.4 | 88.1 |

| # | AHR act | Efflux pump mplx | LAP4 TOR yeast | CR mimetic SO |
| --- | --- | --- | --- | --- |
| 29 | 17.1 | 0.1 | 96.6 | 101.4 |
| 26 | -1.8 | -0.1 | 88.9 | 102.7 |
